Vif-APOBEC3G blk: blocks the Vif interaction with human APOBEC3G. Q9HC16. Potency, µM (highest dose often 46.1 µM), without a hit: at the top dose activity, negative = active, hits mostly inhibitors. HeLa A3G-eYFP + Vif (tagged APOBEC3G with the HIV-1 protein that degrades it), YFP fluorescence, overnight. 410,000 compounds, 0.076% hits. AID 602310;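 further: potency means the concentration at half of the fitted maximal effect; on the % scale 0 is the no-effect control and ±100 the full control effect; nearly all actives have a fitted effect of over 60% in size; hits raise eYFP signal because A3G escapes Vif-driven loss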
Target sequence (Q9HC16 whole entry, looked up): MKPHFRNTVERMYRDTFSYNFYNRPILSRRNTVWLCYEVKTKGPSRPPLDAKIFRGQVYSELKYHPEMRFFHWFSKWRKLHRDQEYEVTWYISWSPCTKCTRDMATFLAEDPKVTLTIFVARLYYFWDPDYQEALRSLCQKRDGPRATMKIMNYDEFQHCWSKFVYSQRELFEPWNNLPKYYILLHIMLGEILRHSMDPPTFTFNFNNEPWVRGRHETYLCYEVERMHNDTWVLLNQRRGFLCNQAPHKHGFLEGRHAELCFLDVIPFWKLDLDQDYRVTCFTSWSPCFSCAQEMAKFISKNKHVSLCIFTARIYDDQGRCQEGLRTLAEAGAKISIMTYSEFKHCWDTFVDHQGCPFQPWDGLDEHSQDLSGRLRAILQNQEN
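Read-out is eYFP fluorescence (Ex 488/Em 500-530) from Vif-expressing HeLa A3G-eYFP cells; more signal means A3G escaped Vif-mediated degradation. Cells plated overnight, compound pinned in, incubated overnight at 37 deg C.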
ALOX12 inh: inhibitors of human 12S-lipoxygenase ALOX12 | Potency, µM (highest dose often 108 µM), inactives show top-dose activity change, negative = inhibition, usual class: inhibitors | 580,000 compounds, 1.1% hits | purified 12hLO, xylenol orange hydroperoxide absorbance; further: potency means the concentration at half of the fitted maximal effect; on the % scale 0 is the no-effect control and ±100 the full control effect
Target sequence (P18054 whole entry, looked up): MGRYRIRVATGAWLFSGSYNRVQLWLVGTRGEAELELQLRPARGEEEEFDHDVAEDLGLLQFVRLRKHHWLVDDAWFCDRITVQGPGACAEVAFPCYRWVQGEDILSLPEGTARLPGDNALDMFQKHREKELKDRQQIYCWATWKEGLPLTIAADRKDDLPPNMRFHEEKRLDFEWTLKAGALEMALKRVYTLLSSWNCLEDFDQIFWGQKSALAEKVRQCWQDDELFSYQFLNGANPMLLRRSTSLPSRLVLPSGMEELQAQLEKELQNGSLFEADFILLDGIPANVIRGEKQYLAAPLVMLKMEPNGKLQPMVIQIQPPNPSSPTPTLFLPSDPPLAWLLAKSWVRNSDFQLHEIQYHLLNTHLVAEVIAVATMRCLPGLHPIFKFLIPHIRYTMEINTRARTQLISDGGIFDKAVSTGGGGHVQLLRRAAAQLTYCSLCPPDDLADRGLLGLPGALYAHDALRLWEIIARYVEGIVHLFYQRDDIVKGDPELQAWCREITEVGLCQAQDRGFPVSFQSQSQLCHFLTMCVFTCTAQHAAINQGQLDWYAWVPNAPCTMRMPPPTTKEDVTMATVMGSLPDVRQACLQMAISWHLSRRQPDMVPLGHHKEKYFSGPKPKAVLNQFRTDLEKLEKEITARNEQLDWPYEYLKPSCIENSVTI
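Hydroperoxide product was detected by ferrous iron/xylenol orange as the 573 to 405 nm absorbance ratio. Arachidonic acid at 40 uM (final) was turned over for 30 min at room temperature by 150 nM human 12hLO, pH 7.0 Hepes buffer, after 15 min compound preincubation.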
D2 agonist: activates the human D2 dopamine receptor; AID 485358; P14416; HEK293 T-REx D2 cells, calcium flux agonist mode; activation, % at 2 µM; 340,000 compounds, 0.53% hits;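 active means activation over 3 SD above normal in the single-dose calcium agonist read, cut at about 30% in these data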; further: 0% is about no effect
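Tetracycline-induced HEK293 T-REx cells with force-coupled D2 receptor, plated overnight at 30 C, loaded with no-wash calcium dye. After a 10 s baseline, compound was pin-added and calcium flux read kinetically for 180 s; calcium rises flagged agonists.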
Vif-A3F inh: Vif-A3F binding inhibition; HeLa A3F-eYFP + Vif (tagged APOBEC3F with the HIV-1 protein that degrades it), YFP fluorescence increase; Potency, µM (series often up to 46.1 µM), inactives show at the highest dose activity, negative = active; 390,000 compounds, 0.2% hits; further: potency means the concentration at half of the fitted maximal effect; % of control where 0% means no effect; nearly all actives have a fitted effect of over 65% in size
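Fluorescence increase (Ex 488/Em 500-530) after overnight compound treatment at 37 deg C flags inhibition of Vif-driven A3F-eYFP loss in stable HeLa A3F-eYFP/Vif cells seeded overnight beforehand.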
Glioma ERSR ind: induces the endoplasmic reticulum stress response in human glioma cells | Potency, µM, for the others: at the highest dose activation, usual class: activators | 420,000 compounds, 0.02% hits | AID 602332 | U87-MG GRP78 promoter luciferase reporter, 16 h; further: potency means the concentration at half of the fitted maximal effect; series mostly up to about 76 µM; % of control where 0% means no effect; nearly all actives have a fitted effect of over 35% in size
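ERSR induction read as luciferase luminescence (Bright-Glo, 10 min at room temperature) in stably transfected human U87-MG glioma cells exposed to compounds for 16 h, using GRP78 as sensor.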
LDHA block: LDHA (human) enzyme inhibition. P00338. purified LDHA, NADH/diaphorase-resazurin fluorescence; active compounds read low. activity change, % (values are at about 110 or 230 µM). 480,000 compounds, 0.15% hits. AID 1347041; in the data active means activity change below about -30%; inconclusive means mostly about -25% to -30%;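 further: plate controls were DMSO wells for no effect and wells without enzyme for full effect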
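Remaining NADH was detected by diaphorase (0.133 mg/mL) converting 37 µM resazurin to fluorescent resorufin, read at 0 and 20 minutes. The preceding 5-minute room-temperature reaction used 2 nM LDHA, 0.2 mM sodium pyruvate and 0.06 mM NADH at pH 7.4.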
RGS4 inhibitor: inhibitors of human regulator of G protein signaling 4; P49798; Transcreener GDP fluorescence polarization, RGS4-accelerated GTP hydrolysis; Potency, µM (highest dose often 114 µM), for the others: at the highest dose activity change, negative = inhibition, usual class: inhibitors; 390,000 compounds, 0.039% hits; AID 504845; further: potency means the concentration at half of the fitted maximal effect; on the % scale 0 is the no-effect control and ±100 the full control effect; nearly all actives have a fitted effect of over 75% in size; some results filed as inactive show a strong effect at the top dose
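MLSMR compounds (23 nl, pin-transferred) preincubated 10 min at room temperature with a 500nM (2x) first reagent, then RGS4 at 900nM (2x) plus Transcreener GDP mix added; fluorescence polarization (620/688 nm) read before and after 90 min at 30 °C.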
ERG Ets-DNA blk: inhibitors of human ERG Ets domain-DNA interaction; P11308; fluorescence polarization, His-ERG Ets domain / labelled DNA; Potency, µM (top dose mostly 76.9 µM), inactives show top-dose FP activity, negative = inhibition, hits mostly inhibitors; 370,000 compounds, 0.028% hits; AID 624246; active means well fitted inhibition curve with a large enough effect in the polarisation, with a control signal flat; inconclusive means small, poorly fitted or top-dose-only effect, or effect the other way, or a change in a side signal; inactive means no such curve, though single readings can be large or run the other way; the % refers to the polarisation;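 further: polarization taken with two DNA probes labelled with fluorescein and Texas red; potency means the concentration at half of the fitted maximal effect; % of control where 0% means no effect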
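His-tagged ERG Ets domain (1 uM in the protein solution; 300mM KCl, 50mM Tris-HCl, 1mM EDTA, 1mM DTT, pH 7.5) received compound, then a probe mix of 5 nM fluorescein-DNA and 100nM Texas-615-DNA. Fluorescence polarization was read for both dyes.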
D2 antagonist: antagonizes the human D2 dopamine receptor. P14416. HEK293 TREx D2 cells, calcium flux, dopamine EC80. inhibition, % at 10 µM. 340,000 compounds, 2% hits. AID 485344; in the data active means inhibition above about 30%; further: 0% is about no effect
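In this primary screen, negative modulation is detected by tracking calcium flux after an EC80 dopamine challenge in inducible HEK293 T-REx D2 cells preexposed to test compound for 180 s.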
Starred values were filed as active, the others as inactive; ? = inconclusive; . = no result given; & = joins results of further samples; [ ] = dose if it differs, or a comment. Unless noted, the call rests on the fitted dose curve; in most records, active means well fitted curve in the direction sought with a large enough effect; inconclusive means small, poorly fitted or top-dose-only effect, or another doubt; inactive means no such curve, though single readings can be large; an effect the other way counts as inactive or inconclusive. A portion of the library. The share of hits here may be higher or lower than overall.

item	mol	D2 antagonist	RGS4 inhibitor	D2 agonist	ALOX12 inh	Vif-APOBEC3G blk	LDHA block	Glioma ERSR ind	ERG Ets-DNA blk	Vif-A3F inh
1	COc1ccc2oc(C(=O)OCC(=O)N(C)CC(=O)Nc3ccc(C)cc3)c(C)c2c1	6	3%	-0.6	?	-3%	-3	2%	-2%	-8%
2	O=C(COC(=O)C(Cc1ccccc1)NC(=O)c1ccccc1)c1ccccc1 (stereo not given)	-5	27%	0.1	-9%	2%	-15	0%	-3%	2%
3	CCNC(=S)Nc1cccc(S(=O)(=O)NC2=NCCC2)c1	6	-7%	0.1	-3%	1%	-14	1%	-10%	5%
4	C/C=C/C(=O)Nc1nnc(C(C)C)s1	26	-25%	0.5	-3%	-7%	-2	1%	4%	3%
5	O=Cc1cnc(N2CCN(c3ccccc3)CC2)s1	-3	23%	10	0%	3%	-3	2%	9%	10%
6	COc1ccccc1CNC(=O)CSc1nc2ccccc2c(=O)n1CCCN1CCOCC1	-17	35%	0.2	1%	-5%	-19	2%	-3%	0%
7	COc1ccc(CNS(=O)(=O)c2cc(CN3C(=O)c4cccnc4C3=O)ccc2OC)cc1	.	18%	.	-19%	2%	2	-2%	13%	3%
8	O=C(NCc1ccccc1)C(c1ccco1)N(C(=O)c1csnn1)c1ccccc1 (stereo not given)	0	12%	-1.7	0%	2%	-11	-2%	-2%	0%
9	CCOc1ccccc1N1CCN(C(=O)c2cc3ccccc3cc2OC)CC1	-7	-7%	-0.8	15%	?	-2	-5%	1%	-11%
10	Cc1ccc(CN=c2c([N+](=O)[O-])nn(-c3cccc(C)c3)n2O)cc1	17	-20%	-0.5	-4%	-7%	1	9%	2%	1%
11	N#C/C(=C\c1ccc(OCc2ccc(Cl)cc2Cl)cc1)c1nc2ccccc2[nH]1	.	-27%	-0.2	0%	1%	-2	-1%	-1%	?
12	Cc1cc2oc(=O)cc(CN(C)Cc3ccccc3F)c2cc1Cl	.	-4%	.	9%	-3%	-7	6%	-7%	?
13	CCOc1ccccc1NC(=O)N1CCCc2ccccc21	1	9%	-1.5	7%	-11%	-1	-3%	13%	-5%
14	O=c1c([N+](=O)[O-])c(N2CCOCC2)c2ccccc2n1Cc1ccccc1	5	12%	-0.3	0%	-5%	-4	-4%	-1%	2%
15	COC(=O)c1ccc(NC(=O)C23CCC(C)(C(=O)O2)C3(C)C)cc1 (stereo not given)	-13	19%	-1.7	-20%	-3%	-1	9%	-1%	-6%
16	O=[N+]([O-])c1cc(Br)c2c(c1)CCN2	.	.	.	-28%	-2%	1	3%	.	3%
17	CCCn1c(=NC(=O)CCS(=O)(=O)c2ccccc2)sc2cc(S(N)(=O)=O)ccc21	10	-33%	-0.1	-12%	-4%	0	-6%	5%	2%
18	CN(C)N1C(N)=C(C#N)C(c2ccc(Cl)cc2)C2=C1CCCC2=O (stereo not given)	3	-5%	0.1	218%[activator]	0%	-3	5%	-12%	-24%
19	C[n+]1ccccc1COc1ccc(C(C)(C)C)cc1	-7	9%	-0.2	-13%	-1%	-9	-4%	5%	3%
20	COc1ccc(-c2nc(-c3ccccn3)nc(N3CCN(C)CC3)c2C#N)cc1	14	23%	-0.9	17%	4%	-4	-5%	-13%	8%

3 of the entries above in order of the ALOX12 inh value, smallest number first.
cpd | mol | D2 antagonist | RGS4 inhibitor | ALOX12 inh | Vif-APOBEC3G blk | LDHA block | Glioma ERSR ind | ERG Ets-DNA blk
19 | C[n+]1ccccc1COc1ccc(C(C)(C)C)cc1 | -7 | 9% | -13% | -1% | -9 | -4% | 5%
2 | O=C(COC(=O)C(Cc1ccccc1)NC(=O)c1ccccc1)c1ccccc1 (stereo not given) | -5 | 27% | -9% | 2% | -15 | 0% | -3%
4 | C/C=C/C(=O)Nc1nnc(C(C)C)s1 | 26 | -25% | -3% | -7% | -2 | 1% | 4%

Complete entries as entered above. Order of values: D2 antagonist	RGS4 inhibitor	D2 agonist	ALOX12 inh	Vif-APOBEC3G blk	LDHA block	Glioma ERSR ind	ERG Ets-DNA blk	Vif-A3F inh
`O=Cc1cnc(N2CCN(c3ccccc3)CC2)s1` as listed: -3	23%	10	0%	3%	-3	2%	9%	10%
`O=[N+]([O-])c1cc(Br)c2c(c1)CCN2` as listed: .	.	.	-28%	-2%	1	3%	.	3%

(listing goes on)
item	mol	D2 antagonist	RGS4 inhibitor	D2 agonist	ALOX12 inh	Vif-APOBEC3G blk	LDHA block	Glioma ERSR ind	ERG Ets-DNA blk	Vif-A3F inh
21	CCOc1ccc(S(=O)(=O)N2CCOCC2)cc1NC(=O)C1CCC1	10	-31%	0.1	65%[activator]	1%	0	1%	7%	2%
22	Cc1ccc(CC(=O)Nc2cc(C)ccn2)cc1	3	32%	0.1	3%	2%	-6	8%	17%	-3%
23	Cc1ccc(N2CCN(c3ccc(NC(=O)CCC(=O)O)cc3)CC2)cc1	-1	-23%	1.3	8%	-3%	2	-1%	-3%	2%
24	COc1cccc(C(=O)NNC(=O)C(=O)Nc2cccc(Cl)c2C)c1	7	12%	-0.4	-9%	-10%	-1	-1%	5%	-3%
25	COC(=O)c1cc(-c2ccc(Cl)cc2Cl)n[nH]1	-15	6%	0.2	-2%	-11%	0	3%	-3%	-9%
26	CC(=O)Nc1ccc(S(=O)(=O)N2CCN(C)CC2)cc1	-1	48%	0.2	0%	-6%	-14	-1%	-11%	-16%
27	Cc1ccccc1CNC(=O)c1cnc2sc(N3CCOCC3)nn2c1=O	.	-1%	0.8	-19%	-7%	-3	-2%	10%	-2%
28	CCn1c(C)c(C(C)=O)c(NCc2ccccc2)nc1=S	.	-2%	.	-27%	1%	3	-3%	5%	-1%
29	CCOc1ccc(CNC(=O)NS(=O)(=O)c2ccc(OC)cc2)cc1	-6	9%	0.0	-16%	0%	-7	-1%	5%	-3%
30	O=C(C[C@@H]1C/C=C\C[C@@H](Cc2ccc(F)cc2)C(=O)OCCNC1=O)N[C@H](CO)Cc1ccccc1	.	0%	.	?	1%	2	-3%	0%	-7%
31	CC(C)CC(C(=O)Nc1ccc2c(c1)OCCO2)N1C(=O)c2ccccc2C1=O (stereo not given)	57*	6%	-1.6	-1%	-1%	-12	-5%	3%	-3%
32	CCC1(C)NC(=O)N(CC(=O)N2CCC(Cc3ccccc3)CC2)C1=O (stereo not given)	-20	26%	0.8	13%	-12%	-7	-1%	-17%	1%
33	CCn1c(SCC(=O)N2CCCC2)nnc1-c1ccc(N)cc1	26	-22%[11.4 µM]	-0.2	?	4%	-1	-6%	-3%	-23%
34	CC(C)(C)c1ccc(/C=C/C(=O)NC2CCS(=O)(=O)C2)cc1 (stereo not given)	18	-5%	-0.7	-2%	4%	-4	2%	2%	-1%
35	COc1ccc(OCC(O)CNC(=O)c2ccccc2)cc1 (stereo not given)	6	11%	0.4	320%[activator]	4%	-5	-4%	-6%	-2%
36	Cc1cc(NC(=O)Cn2nc(C(F)(F)F)c3c2CCC3)no1	-10	?	0.6	-9%	2%	-10	-5%	6%	2%
37	Cc1ccc(C)c(NC(=O)c2ccc3c(c2)CCN3S(C)(=O)=O)c1	.	10%	.	-12%&5%	5%&0%	-3&-4	-1%&-1%	-10%	-1%&3%
38	O=C(Nc1ccc(Cl)cc1C(F)(F)F)c1ccccc1	-2	7%	0.0	-1%	2%	-1	-2%	12%	-23%
39	NC(=O)c1cccc(-c2ccnc3c2CC(C(=O)NCCC(F)(F)F)O3)c1 (stereo not given)	.	.	.	14%	-5%	-2	-2%	.	.
40	Cc1ccc(S(=O)(=O)NCCNc2ccccc2[N+](=O)[O-])cc1	-16	-10%	0.9	?	3%	-5	-1%	6%	-1%

Random excerpt: 2 entries already listed.
item	mol	D2 antagonist	RGS4 inhibitor	D2 agonist	ALOX12 inh	Vif-APOBEC3G blk	LDHA block	Glioma ERSR ind	ERG Ets-DNA blk	Vif-A3F inh
20	COc1ccc(-c2nc(-c3ccccn3)nc(N3CCN(C)CC3)c2C#N)cc1	14	23%	-0.9	17%	4%	-4	-5%	-13%	8%
7	COc1ccc(CNS(=O)(=O)c2cc(CN3C(=O)c4cccnc4C3=O)ccc2OC)cc1	.	18%	.	-19%	2%	2	-2%	13%	3%

Next part:
item	mol	D2 antagonist	RGS4 inhibitor	D2 agonist	ALOX12 inh	Vif-APOBEC3G blk	LDHA block	Glioma ERSR ind	ERG Ets-DNA blk	Vif-A3F inh
41	Cc1nc(SCC(=O)Nc2cccc(Cl)c2)n[nH]1	-14	-2%	-0.3	360%[activator]	1%	-3	-3%	4%	2%
42	Cn1c(=O)c2c(-c3ccccc3)n(-n3cnnc3)cc2n(C)c1=O	-4	-15%	0.7	412%[activator]	0%	-6	4%	-2%	-2%
43	COc1cc(OC)cc(C(=O)Nc2ccc(Cn3ccnc3)cc2)c1	2	5%	0.3	4%	-10%	-6	5%	-7%	-8%
44	Cc1ccc(C)c(CN2C(=O)c3ccccc3S(=O)(=O)c3ccc(C(=O)N4CCOCC4)cc32)c1	.	0%	-1.2	-6%	.	1	.	-2%	.
45	CSc1ccccc1OCc1cc(C(=O)N(C)CCn2nc(C)cc2C)no1	3	-67%[56.9 µM]	-0.1	?	2%	-10	2%	-1%	-1%
